From PubChem
Eya2 phos inh: Eya2 (human) phosphatase inhibition; O00167; recombinant Eya2, OMFP fluorescence dephosphorylation (OMFP is methylfluorescein phosphate); Potency, µM (top dose mostly 76.9 µM), for the others: at the highest dose activity, negative = inhibition, most hits filed as inhibitors; 330,000 tested, 0.006% active; AID 488837; also: potency is read from the fitted curve at half-maximal effect; % is scaled to controls: 0 for no effect and ±100 for the full control effect
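Eya2 protein (added as 0.2 uM solution) was preincubated with compound for 10 min at ambient temperature in 50 mM HEPES pH 7.5, 50 mM NaCl, 5 uM MgCl2, 0.05% BSA, 1 mM DTT. OMFP (added at 50 uM) then reacted 10 min; fluorescence read at 485/525 nm.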
Chronic BCR inh: blocks chronic active B-cell receptor signaling. ABC-DLBCL IkBa-CBG/CBR reporter, luminescence ratio, 4 h. Potency, µM (series often up to 46.1 µM), for the others: at the highest dose ratio change, negative = lower green/red ratio, usual class: inhibitors. 340,000 tested, 0.05% active; active = well fitted inhibition curve with a large enough effect in the signal ratio, with a control signal flat, not every such curve was filed as active; inconclusive = small, poorly fitted or top-dose-only effect, or effect the other way, or a change in a side signal; the % refers to the signal ratio;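 also: potency is read from the fitted curve at half-maximal effect; plate controls were basal doxycycline-induced cells for no effect and cells given 10 µM MG132 for full effect; MG132 reads +100%, hits lower the ratio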
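Concentration-response series (up to 46 uM) were applied to TMD8 dual-reporter cells for 4 h at 37C with doxycycline. Green/red ratio, after filter-overlap correction, defined %Activity; red signal alone was normalised to basal cells and zero luminescence.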
TCR activator: T cell receptor activation; Potency, µM (series often up to 9.22 µM), without a hit: at the highest dose activation of IL-2 secretion, most hits filed as activators; primary human leukocytes, anti-CD3, IL-2 HTRF, 48 h; 330,000 tested, under 10 active; also: % of control where 0% means no effect
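Compounds are tested in HTS on primary human leukocytes co-incubated with a-CD3 beads for 48 hr. IL-2 output is measured by time-resolved FRET.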
TSG101-PTAP inh: blocks PTAP/TSG101 interaction to inhibit HIV-1 budding; 340,000 tested, under 10 active; Q99816; Potency, µM (highest dose often 115 µM), without a hit: at the top dose activity change, negative = inhibition, most hits filed as inhibitors; Fluorescence polarization, FITC-PTAP peptide / Tsg101 binding; active = well fitted inhibition curve with a large enough effect in the main read-out, with a control signal flat, not every such curve was filed as active; inconclusive = small, poorly fitted or top-dose-only effect, or effect the other way, or a change in a side signal; inactive = no such curve, though single readings can be large or run the other way; also: potency is read from the fitted curve at half-maximal effect; % of control where 0% means no effect
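Tsg101 binding domain (10 uM final) was mixed with compound and a FITC-labeled PTAP peptide (50 nM final) in HEPES pH 7.5 buffer with NaCl, Tween 20, EDTA and TCEP; fluorescence polarization was read after 20 min at r.t.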
Mito fusion act: inhibitors of mitochondrial division or activators of mitochondrial fusion; S. cerevisiae fusion-defective mutant growth rescue, CellTiterGlo 48 h; 320,000 tested, 0.23% active; Potency, µM (doses to about 46.1 µM), for inactives: at the top dose growth rescue (activation), hits mostly activators;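 also: potency is read from the fitted curve at half-maximal effect; % of control where 0% means no effect; nearly all actives have a fitted effect of over 45% in size; temperature-sensitive fusion mutants such as fzo1-1 at 37 °C on non-fermentable ethanol glycerol medium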
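Yeast fusion mutant, YPEG (non-fermentable carbon), compound, 48 h at 37C non-permissive; CellTiterGlo added, 10 min RT, luminescence read. Rescued growth = division inhibition.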
ELG1 DNA repair: ELG1-dependent DNA repair inhibition; Potency, µM (doses to about 46.1 µM), without a hit: at the top dose activity change, negative = inhibition, actives largely listed as inhibitors; 330,000 tested, 2.3% active; HEK293T ELG1-luciferase reporter, luminescence, 16 h; DNA damage induced by 5-fluorouridine; also: potency is read from the fitted curve at half-maximal effect; % is scaled to controls: 0 for no effect and ±100 for the full control effect; nearly all actives have a fitted effect of over 55% in size
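5-Fluorouridine DNA damage + compound/DMSO, 2,000 cells/well, 16 h, 37 °C/5% CO2. ONE-Glo, 30 min RT, luminescence. Readout = decrease in reporter signal.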
ASM inhibitor: inhibitors of human secretory acid sphingomyelinase | Potency, µM (top dose mostly 57.5 µM), for inactives: top-dose activity change, negative = inhibition, hits mostly inhibitors | AID 504937 | placental ASM, HMU-PC fluorogenic substrate, 60 min | 340,000 tested, 0.006% active | P17405; also: potency is read from the fitted curve at half-maximal effect
Target sequence (P17405 47-631 limits assumed): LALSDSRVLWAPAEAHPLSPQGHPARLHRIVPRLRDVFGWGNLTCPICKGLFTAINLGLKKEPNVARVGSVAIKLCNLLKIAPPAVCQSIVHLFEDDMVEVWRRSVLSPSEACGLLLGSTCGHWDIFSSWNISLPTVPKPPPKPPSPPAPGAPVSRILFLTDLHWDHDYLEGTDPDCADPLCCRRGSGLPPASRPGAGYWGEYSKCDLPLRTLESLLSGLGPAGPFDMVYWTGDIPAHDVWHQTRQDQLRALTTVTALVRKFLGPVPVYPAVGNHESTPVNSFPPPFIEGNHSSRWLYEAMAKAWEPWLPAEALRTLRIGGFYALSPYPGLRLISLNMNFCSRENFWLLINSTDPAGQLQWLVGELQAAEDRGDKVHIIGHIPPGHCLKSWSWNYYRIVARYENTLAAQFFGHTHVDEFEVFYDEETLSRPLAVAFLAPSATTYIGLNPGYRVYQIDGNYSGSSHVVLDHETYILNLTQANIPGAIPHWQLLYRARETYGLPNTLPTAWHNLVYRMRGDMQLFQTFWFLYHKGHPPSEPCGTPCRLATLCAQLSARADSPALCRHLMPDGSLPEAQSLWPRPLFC
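Steps: dispense placental human ASM, pin compound, wait 10 min at room temperature, add HMU-PC0 substrate at 9 uM final, incubate 60 min at 37 °C, add stop solution raising pH to 10, read fluorescence.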
a7 integrin act: integrin-mediated muscular dystrophy alleviation activation. alpha7betagal myoblasts, beta-gal FDG fluorescence, 48 h. AID 624291. Potency, µM (top dose mostly 38.3 µM), for inactives: at the top dose activation, usual class: activators. 350,000 tested, 0.064% active;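 also: potency is read from the fitted curve at half-maximal effect; 100% = response of the positive control SU9516; nearly all actives have a fitted effect of over 60% in size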
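Alpha7betagal+/- myoblasts (passage 13) were plated 16-24 hr, then exposed to compounds (1:260 dilution of DMSO stock) for 48 hours at 37C. After MPER lysis, β-galactosidase reporter activity was read as FDG fluorescence (ex 480/em 540) after 30 minutes.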
TSHR antagonist: blocks TSH signaling through the human TSH receptor | activity change, negative = inhibition, % at 11.5 µM | AID 504810 | 330,000 tested, 0.2% active | TSHR-expressing cells, TSH-stimulated cAMP HTRF, 2 h; stronger effect = lower value;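 active = activity change below a set negative limit, meaning inhibition stronger than a set level, cut at about -70% in these data; inconclusive = activity change between two set negative limits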; also: % is scaled to controls: 0 for no effect and ±100 for the full control effect
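Antagonism was scored as loss of TSH-driven cAMP in TSHR cells, stimulated with 4nM TSH (EC80) for 2 hours at 37 deg C and detected by homogeneous HTRF competition immunoassay.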
Tb PFK inh: T. brucei PFK enzyme inhibition; 330,000 tested, 0.17% active; O15648; Potency, µM (titrated, usually from 57.5 µM), inactives show at the highest dose activity, negative = inhibition, actives largely listed as inhibitors; T. brucei PFK, ADP-Glo luminescence;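 also: potency is read from the fitted curve at half-maximal effect; 0% = uninhibited 1x PFK enzyme wells and -100% = no-enzyme wells; nearly all actives have a fitted effect of over 60% in size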
Target sequence (O15648 whole entry, looked up): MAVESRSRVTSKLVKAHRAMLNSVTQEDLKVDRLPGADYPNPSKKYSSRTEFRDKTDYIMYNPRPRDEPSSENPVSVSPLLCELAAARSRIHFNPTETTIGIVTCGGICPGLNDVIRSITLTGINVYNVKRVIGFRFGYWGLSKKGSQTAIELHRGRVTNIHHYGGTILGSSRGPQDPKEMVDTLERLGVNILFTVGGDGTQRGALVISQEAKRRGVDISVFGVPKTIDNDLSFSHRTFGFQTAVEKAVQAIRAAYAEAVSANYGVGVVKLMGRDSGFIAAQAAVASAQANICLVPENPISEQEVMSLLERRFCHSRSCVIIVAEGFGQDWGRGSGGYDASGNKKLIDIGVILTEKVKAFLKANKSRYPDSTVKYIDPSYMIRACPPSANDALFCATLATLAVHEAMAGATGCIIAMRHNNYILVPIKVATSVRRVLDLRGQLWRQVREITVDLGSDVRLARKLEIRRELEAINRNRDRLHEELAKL
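PFK 1.25 nM, F6P 0.5 mM, ATP 0.1 mM, 0.1 M TEA pH 8.0, 5 mM MgCl2, 0.01% Tween20, 0.1% BSA; 45 min RT. ADP-Glo readout. qHTS titration up to 57 uM; curves fitted, compounds curve-classed.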
AT treatment: potential ataxia-telangiectasia treatments restoring KAP-1 phosphorylation; […] A-T fibroblasts, KAP-1 phosphorylation AlphaLISA; neocarzinostatin DNA damage 30 min before lysis; Potency, µM (doses to about 57.5 µM), for inactives: top-dose activation, actives largely listed as activators; 320,000 tested, 0.19% active; also: potency is read from the fitted curve at half-maximal effect; % of control where 0% means no effect; nearly all actives have a fitted effect of over 45% in size
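hTERT-immortalized A-T patient fibroblasts ([…]), 500 cells/well in OPTI-MEM, 1% FBS, got compounds for 60 min, then NCS for 30 min at 37C. Lysates were then assayed for phospho-KAP-1 by AlphaLISA (anti-pKAP1 donor, anti-KAP1 acceptor beads), 6 hr at 25C.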
* = called active by the depositor; ? = inconclusive; / = not tested or not shown; & = joins results of further samples; [ ] = dose if it differs, or a comment. Unless noted, calls follow the shape of the dose curve; as a rule, active = well fitted curve in the direction sought with a large enough effect; inconclusive = small, poorly fitted or top-dose-only effect, or another doubt; inactive = no such curve, though single readings can be large; an effect the other way counts as inactive or inconclusive.

SMILES	Eya2 phos inh	Chronic BCR inh	TCR activator	TSG101-PTAP inh	Mito fusion act	ELG1 DNA repair	ASM inhibitor	a7 integrin act	TSHR antagonist	Tb PFK inh	AT treatment
CC(=O)OCCCNc1cc(Sc2ccc(C)cc2)c2nonc2c1[N+](=O)[O-]	4%	-1%	-6%[46.1 µM]	0%	9%	?	-20%	-14%	-21	-2%	-3%
O=C(NCCC1=CCCCC1)c1cc(S(=O)(=O)N2CCOCC2)c(Cl)cc1Cl	14%	?	3%	0%	2%	3%	2%	12%	-11	-4%	0%
NS(=O)(=O)c1ccc(NS(=O)(=O)c2ccc(Br)cc2)cc1	-13%	0%	1%	-2%	-1%	-1%	18%	-17%	0	1%	2%
CN(C)c1ccc(N=C/C=C2\N(C)c3ccccc3C2(C)C)cc1	11%	?	7%	1%	-2%	?	-22%	-36%	-20	-2%	-11%
OCCNc1ncnc2c1sc1nc(N3CCOCC3)c3c(c12)CCC3	-14%	7%	/	0%	?	?	-8%	8%	-3	-3%	0%
CC(OC(=O)c1cn(-c2ccccc2)nc1-c1cccnc1)C(N)=O (centres undefined)	-4%	-6%	-1%	2%	-9%	27%	4%	2%	-4	-5%	2%
CC(=O)Nc1c(O)nc(SCC(=O)Nc2c(C)cccc2C)[nH]c1=O	4%	-4%	6%	-4%	2%	17%	3%	-8%	9	1%	/
CC(C)(C)c1cc(NC(=O)COC(=O)C2CC2)n(-c2ccccc2)n1	9%	1%	1%	-3%	-2%	0%	3%	-13%	-6	1%	24%
CC(C)c1nnc(NC(=O)CCS(=O)(=O)Cc2ccccc2)s1	0%	-5%	6%	-4%	-1%	1%	1%	-10%	-1	-2%	6%
O=C(NCCCN1CCCCCC1)c1ccc2c(Cl)c3c(nc2c1)CCCC3	5%	?	-2%	2%	-10%	-6%	-12%	-41%	14	1%	-1%
COc1ccccc1CC(=O)N1CCN(S(=O)(=O)c2ccccc2)CC1	4%	1%	1%	-7%	0%	12%	0%	-14%	1	-11%	6%
Cc1cc(C(=O)N2CCCC(CO)(Cc3ccc(F)cc3)C2)c(C)o1 (centres undefined)	-1%	-1%	1%	0%	2%	-5%	/	-12%	14	-4%	7%
O=C(c1cc2c(=O)n3ccccc3nc2s1)N1CCc2ccccc2C1	-2%	1%	/	/	-5%	19%	/	/	5	-2%	0%
O=C(CNc1ccccc1)c1ccc([N+](=O)[O-])cc1	0%	?	-8%[46.1 µM]	-3%	-1%	?	3%	-24%	5	-4%	3%
CC(C)(C)C(=O)Nc1cccc(-c2cc(-c3c(Cl)cccc3Cl)no2)c1	-12%	3%	-4%	-4%	9%	8.2µM*	-1%	12%	-17	0%	5%
COCCn1c(SCC(=O)N2CCCc3ccccc32)nc2cccnc21	-6%	?	3%	1%	3%	-16%	-4%	-50%[inhibitor]	6	30%	3%
CC(C)COC(=O)CCNc1n[nH]c(=O)[nH]c1=O	5%	0%	0%	-4%	3%	-6%	1%	-14%	5	0%	1%
COc1ccc(N(CC(=O)Nc2ccccc2C(=O)NCCc2ccccc2)S(C)(=O)=O)cc1OC	10%	?	3%	-7%	-2%	?	-1%	27%	-10	-3%	7%
O=c1[nH][nH]c(=S)n1-c1ccccc1C(F)(F)F	2%	?	/	/	0%	5%	/	/	-4	-1%	1%
O=C(Nc1ccc(S(=O)(=O)NC2=NCCCCC2)cc1)c1cc(F)c(F)cc1Cl	-9%	0%	8%	-2%	0%	0%	-3%	-9%	0	-2%	1%
Nc1nonc1-n1nnc(C(=O)N/N=C/c2ccncc2)c1CSc1ccccc1	9%	?	2%	-2%	15%	-23%	-3%	2%	17	-17%	8%
O=C(Cc1ccccc1[N+](=O)[O-])OCN1C(=O)c2ccccc2C1=O	2%	3%	-6%	-1%	0%	1%	-2%	-25%	-10	-3%	-4%
CCCCN(CC(=O)NCc1ccc(Cl)cc1)S(=O)(=O)c1ccc2c(c1)OCCO2	-3%	3%	-1%[46.1 µM]	1%	13%	0%	2%	-19%	?	4%	-2%
COc1ccccc1Nc1nc2nonc2nc1N1CCCCC1C (centres undefined)	-3%	?	1%	0%	2%	4%	-6%	1%	-15	-1%	-3%
O=C(Nc1ccc(OC(F)F)c(Cl)c1)[C@@H]1CCCN1C(=O)c1cccs1	3%	-4%	-2%[46.1 µM]	-3%	0%	1%	-2%	1%	11	-8%	3%
O=C(COC(=O)COc1ccccc1[N+](=O)[O-])NCc1ccc2c(c1)OCO2	-17%	1%	7%	-2%	/	-22%	-1%	6%	48	0%	7%
COc1ccccc1CNC(=O)c1ccc(CNc2c(N3CCCC3)c(=O)c2=O)cc1	2%	-3%	4%[46.1 µM]	1%	4%	14%	0%	12%	18	0%	4%
OCCC1CN(Cc2c(O)ccc3ccccc23)CCN1CCc1ccccc1 (centres undefined)	3%	?	-3%	-2%	5%	-7%	13%	-6%	-14	-3%	0%
O=C(CCC(=O)N/N=C/c1ccccc1O)NCc1ccccc1	-4%	9%	-1%[46.1 µM]	0%	0%	-12%	/	-11%	4	-3%	2%
CO/N=C(\C(=O)N[C@@H]1C(=O)N2C(C(=O)O)=C(COC(C)=O)CS[C@H]12)c1csc(N)n1 (stereo in doubt)	1%&-15%&-6%	1%&0%&0%	0%&3%&12%	0%&-1%&-4%	-1%	1%&2%&8%	8%&0%&0%	/	9&3&-1	0%&-20%&16%	10%&-2%&2%
Cc1ccc(S(=O)(=O)N(Cc2ccccc2)Cc2ccco2)cc1	-10%	?	-2%	-3%	19%	1%	0%	-15%	-13	-3%	9%
CC(NC(=O)c1ccccc1Cl)C(=O)N1CCN(Cc2ccc3c(c2)OCO3)CC1 (centres undefined)	-5%	-2%	0%	-4%	-6%	-5%	3%	-11%	-8	11%	-3%
CCOc1ccc2nc(NC(=O)C34CC5CC(CC(NC(C)=O)(C5)C3)C4)sc2c1	12%	-1%	-1%	-1%	4%	9%	-1%	-18%	-16	17%	5%
Cc1c(C(=O)N2CCOCC2)[nH]c2ccc(OCc3ccccc3)cc12	-35%	?	-2%	-5%	?	18µM*	-9%	-15%	-25	-4%	18%
O=C(Nc1ccccc1)C1CCN(C(=O)c2ccccc2)CC1	7%	16%	11%	-4%	-1%	0%	2%	15%	4	2%	/
COc1ccc(S(=O)(=O)N2CCCCCC2)cc1C(=O)N(C)CC(=O)Nc1ccccc1Br	-9%	-5%	4%	1%	-2%	-18%	1%	-5%	-8	6%	-3%
CCSc1ccc([C@@H]2[C@@H]3C(=O)N(C)C(=O)[C@@H]3[C@]3(C(=O)OC)CCCCN23)cc1OC	6%	-2%	-3%	-5%	/	-11%	-2%	-2%	54	-3%	8%
COc1ccc2c(CC(=O)NNC(=O)c3ccc(O)cc3)coc2c1	-6%	?	8%	1%	/	6%	-4%	-12%	-8	0%	9%
COc1ccc(-n2c(SCC(=O)/C(C#N)=C(\C)N)nc3ccccc3c2=O)cc1OC	-21%	8%	2%	-6%	-2%	-7%	-5%	?	-3	1%	3%
Cc1ccc(CSCc2ccc(C(=O)NCC3CCCO3)o2)cc1 (centres undefined)	-26%	-7%	-8%	-5%	2%	?	1%	?	-11	-3%	1%
COC(=O)c1ccc(COc2cccc3c2OC(C)(C)C3)cc1	-2%	?	1%	-3%	1%	10%	3%	0%	-4	-6%	-3%
COC(=O)c1ccc(Nc2nc(N3CCOCC3)nc(N3CCOCC3)n2)cc1	-1%	-6%	-6%	-2%	-3%	?	0%	7%	-9	-1%	-8%
COc1ccc(CCNC(=O)c2nnc(Cc3ccc(Cl)cc3)o2)cc1OC	-24%	?	5%	0%	-2%	?	-2%	1%	1	-17%	28%
Cc1ccc(N2C(=O)CC3(CC4C=CC3C4)C2=O)cc1 (centres undefined)	17%	9%	-3%	-1%	1%	?	1%	-9%	-7	-3%	4%
